COUP-TFII inh: NR2F2 (human) inhibition, primary screen; inhibition, % at 8.6 µM; P24468; AID 686940; actives 0.7% (n = 370,000); HEK293T NGFI-A luciferase reporter, luminescence;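 active = inhibition above a per-plate cutoff, mean inhibition of test wells between control levels plus 3 SD, cut at about 38% in these data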;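 note: cells cotransfected with COUP-TFII expression vector driving the NGFI-A reporter; 0% = median of COUP-TF2 test wells and 100% = reporter-only cells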
Target sequence (P24468 whole entry, looked up): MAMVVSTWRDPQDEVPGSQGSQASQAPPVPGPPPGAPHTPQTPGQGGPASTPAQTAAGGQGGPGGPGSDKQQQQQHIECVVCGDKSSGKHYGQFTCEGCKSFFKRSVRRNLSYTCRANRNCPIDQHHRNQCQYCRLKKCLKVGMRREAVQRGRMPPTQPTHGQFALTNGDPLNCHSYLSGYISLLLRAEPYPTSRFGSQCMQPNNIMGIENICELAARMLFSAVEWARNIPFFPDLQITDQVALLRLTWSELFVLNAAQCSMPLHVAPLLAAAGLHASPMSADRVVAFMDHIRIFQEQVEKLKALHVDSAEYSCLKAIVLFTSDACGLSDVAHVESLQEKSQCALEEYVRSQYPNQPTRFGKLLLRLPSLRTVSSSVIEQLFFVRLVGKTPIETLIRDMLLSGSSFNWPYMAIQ
TROY signal inh: TROY signaling inhibition | Q293 LMP1-TROYcd NF-kB luciferase reporter, 4 h | inhibition, % at 10 µM | actives 0.98% (n = 360,000);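 active = compounds whose plate-normalised and pattern-corrected inhibition of the luciferase reporter signal at the single screening dose is 50% or more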
NCOA3 inh: inhibits human SRC3 coactivator. HEK293 GAL4-SRC3 luciferase reporter, luminescence. AID 588352. actives 0.17% (n = 360,000). Q9Y6Q9. inhibition, % at 3.6 µM;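 active = inhibition above a per-campaign cutoff, the mean of all compounds plus 3 SD, cut at about 60% in these data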;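 note: 0% = DMSO-treated cells and 100% = gossypol-treated cells at 36 µM; higher means less SRC3-driven luciferase light from the GAL4 reporter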
NOD2-RIPK2 inh: NOD2-RIPK2 protein interaction inhibition; actives 0.38% (n = 360,000); CHO BLA complementation NOD2-RIPK2, CCF4 ratio; inhibition, % at 4.98 µM; AID 624267; in the data active = inhibition above about 21%;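 note: 0% = vehicle only and 100% = reference blocker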
Target sequence (O43353 whole entry, looked up): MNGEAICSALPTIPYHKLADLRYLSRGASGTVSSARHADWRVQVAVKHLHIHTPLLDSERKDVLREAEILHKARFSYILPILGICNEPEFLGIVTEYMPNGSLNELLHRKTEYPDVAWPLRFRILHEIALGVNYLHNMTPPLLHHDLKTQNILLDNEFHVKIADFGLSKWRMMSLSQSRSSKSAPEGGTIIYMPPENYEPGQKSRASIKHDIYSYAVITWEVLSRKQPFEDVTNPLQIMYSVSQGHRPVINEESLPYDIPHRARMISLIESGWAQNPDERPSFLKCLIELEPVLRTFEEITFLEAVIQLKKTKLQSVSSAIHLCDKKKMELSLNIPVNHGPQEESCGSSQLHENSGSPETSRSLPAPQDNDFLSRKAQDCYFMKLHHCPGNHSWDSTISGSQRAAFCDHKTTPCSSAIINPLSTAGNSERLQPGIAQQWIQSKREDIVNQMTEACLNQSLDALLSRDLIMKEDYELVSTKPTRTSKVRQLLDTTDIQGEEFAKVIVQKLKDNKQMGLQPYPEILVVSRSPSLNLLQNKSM
LMP1 NFkB inh: reduces LMP1-driven NF-kappaB luciferase signal. LMP1-induced NF-kappaB luciferase reporter cells, luminescence. inhibition, % at 12.5 µM. actives 0.69% (n = 350,000); in the data active = inhibition above about 41%; inconclusive = no clear call, values can overlap the other calls;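 note: 0% = neutral control wells and 100% = reference inhibitor control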
Vif imaging: inhibitors of HIV Vif | HEK293T cells, Vif self-association by quenched fluorescence, imaging, 24 h | inhibition, % at 7.49 µM | actives 0.35% (n = 340,000) | AID 602346; in the data active = inhibition above about 50%, passing the limit was not always enough; inconclusive = no clear call, values can overlap the other calls; inactive = below about 31%; note: some results filed as inactive read as strong as hits
SRC1 inh: inhibits human SRC1 coactivator. inhibition, % at 3.6 µM. Q15788. actives 0.12% (n = 360,000). HEK293 GAL4-SRC1 luciferase reporter, luminescence;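 active = inhibition above the campaign mean plus 3 SD, with each screening campaign given its own cutoff, cut at about 60% in these data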;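 note: 0% = DMSO treated cells and 100% = gossypol at 36 µM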
LRH-1 inv ag: suppresses constitutive activity of human LRH-1; inhibition, % at 3.6 µM; AID 602396; actives 0.13% (n = 360,000); HEK293T StAR-luciferase reporter, LRH-1 transfected, 24 h;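 active = inhibition above the mean inhibition of all tested compounds plus 3 SD, cut at about 73% in these data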;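 note: 0% = DMSO wells and 100% = reporter-only cells lacking LRH-1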
C8 TRAIL sens: sensitizes caspase-8 expressing cells to TRAIL; NB7+C8 cells + TRAIL, ATPlite viability luminescence; inhibition (viability loss, TRAIL sensitization), % at 10 µM; actives 1% (n = 360,000);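 active = compounds causing at least 50% loss of cell viability in the single-dose screen, relative to plate controls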
TLR9-MyD88 inh: inhibitors of human TLR9-MyD88 binding | actives 0.21% (n = 340,000) | inhibition, % at 4.98 µM | CHO BLA complementation TLR9-MyD88, CCF4 FRET ratio | Q9NR96+Q99836;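 active = inhibition above the mean over all tested compounds plus 3 SD, cut at about 21% in these data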;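 note: 0% = DMSO only wells and 100% = clavulanate BLA inhibitor control wells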
SRC2 inh: human SRC2 (NCOA2) inhibition; Q15596; HEK293 GAL4-SRC2 luciferase reporter, luminescence; inhibition, % at 9 µM; actives 0.17% (n = 370,000);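 active = inhibition above the mean inhibition of all tested compounds plus 3 SD, set per campaign, cut at about 52% in these data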;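 note: 0% = DMSO treated cells and 100% = cells given Gossypol at 36 µM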
The depositor's hits bear a star; u = inconclusive; x = not tested or not shown.

entry | SMILES | TROY signal inh | SRC2 inh | NCOA3 inh | LRH-1 inv ag | TLR9-MyD88 inh | COUP-TFII inh | NOD2-RIPK2 inh | Vif imaging | C8 TRAIL sens | LMP1 NFkB inh | SRC1 inh
1 | O=C1c2cccc3c(O)ccc(c23)C(=O)N1Cc1ccco1 | 11 | -25 | -7 | -20 | 9 | -23 | 15 | x | -5 | -7 | -1
2 | O=C(O)c1ccc(/C=N/NC(=O)c2ccc(F)cc2)cc1 | -17 | -53 | -10 | -6 | -3 | 0 | -6 | 1 | -12 | -4 | -5
3 | O=C(CSc1nnc(-c2ccccc2F)n1C1CC1)Nc1cccnc1Cl | 13 | 8 | 1 | -16 | -5 | -10 | 8 | 1 | -3 | -2 | -7
4 | COc1ccc(NC(=O)C2(C)Cc3c(-c4ccc(C(N)=O)cc4)ccnc3O2)cc1OC (stereo not drawn) | -7 | -12 | -13 | 9 | x | 9 | -3 | 7 | -11 | x | 14
5 | COc1ccc2[nH]cc(C(O)CN3CCC(C(N)=O)CC3)c2c1 (stereo not drawn) | -1 | -13 | 34 | -9 | 8 | -10 | 1 | -4 | 6 | 16 | 8
6 | COCCN1C(=O)c2oc3ccccc3c(=O)c2C1c1ccc(OC)c(OC)c1 (stereo not drawn) | 8 | -21 | 1 | -6 | -4 | -23 | -2 | 1 | 7 | -4 | -1
7 | COCc1cc(=O)[nH]c2cc(NC(=O)C3CC3)c(C)cc12 | 2 | 3 | -2 | -3 | 7 | -9 | -5 | 3 | 9 | 0 | -12
8 | CN(Cc1cccnc1)C(=O)CNC(=O)c1ccc(Cl)cc1Cl | 8 | 4 | 13 | 6 | -6 | -17 | -1 | 2 | -3 | 4 | -1
9 | C=CCOc1c(CNn2nnnc2N)cccc1OC | 0 | 7 | -2 | 18 | -5 | -4 | -2 | -8 | -12 | -1 | -28
10 | CCc1ccc(S(=O)(=O)c2ccc(-n3nc(C)cc3N)cc2)cc1 | 0 | 0 | -5 | 3 | -3 | 8 | -4 | 0 | 20 | 3 | -2
11 | Cc1nc(N)c(C#N)c(-c2ccccc2)c1C | -3 | -3 | 20 | 5 | 6 | -1 | 1 | -1 | -4 | 15 | 16
12 | COC(=O)[C@@]12CCCCN1[C@H](c1ccc(-c3ccc(C(C)=O)cc3)cc1)[C@H]1C(=O)N(C)C(=O)[C@H]12 | 35 | -13 | -1 | 1 | -3 | -5 | -15 | 5 | -11 | 1 | 3
13 | CC1(C(=O)NS(=O)(=O)c2cccc(Cl)c2)CCN1C(=O)CCc1cccs1 (stereo not drawn) | -11 | -5 | -20 | 1 | x | -4 | 1 | -5 | 16 | x | -1
14 | O=C(CCNC(=O)c1ccco1)NNC(=O)c1ccc(Br)cc1 | -19 | -29 | 22 | 13 | 3 | -4 | -5 | x | -20 | -7 | 2
15 | COc1ccccc1NC(=O)CSc1ccc(-c2ccccn2)nn1 | 1 | 17 | 6 | -2 | -7 | -8 | 1 | 0 | 3 | -4 | -6
16 | O=C(COC(=O)/C=C/c1ccco1)Nc1cccc([N+](=O)[O-])c1 | 4 | -12 | 15 | -1 | -7 | 19 | -5 | 2 | -9 | -5 | 19
17 | CCOc1ccccc1N1CCN(C(=O)c2ccccc2OCc2c(C)noc2C)CC1 | -6 | 20 | -6 | -24 | 2 | -5 | 11 | -10 | -4 | 3 | -7
18 | CCn1nnc2c(=O)oc3ccccc3c21 | 12 | -14 | 7 | -10 | 12 | -9 | 0 | 11 | -4 | 11 | 5
19 | O=C(NCc1cccnc1)c1cccc(S(=O)(=O)Nc2ccc(F)cc2)c1 | -14 | -6 | 17 | 4 | 2 | 4 | -8 | -3 | 28 | -10 | -5
20 | CCN(CC)S(=O)(=O)c1ccc2c3c(cccc13)C(=O)S2 | 17 | 13 | 9 | 14 | -12 | 14 | -1 | 0 | 6 | 14 | -37
21 | O=C(Nc1ccc(C(O)c2ccccc2)cc1)[C@@H]1O[C@H](CO)[C@H](O)[C@H](O)[C@H]1O (stereo partly drawn) | -2 | -11 | -5 | -2 | x | -12 | -15 | 3 | -21 | x | -1
22 | O=C(CSc1ccc(Cl)cc1)NCc1ccncc1 | -1 | 6 | 10 | 2 | -4 | 7 | -5 | 7 | -4 | -2 | -4
23 | O=C(NC(c1ccc2ccccc2n1)c1cccs1)C1CCN(Cc2cccc(C(F)(F)F)c2)CC1 (stereo not drawn) | -26 | -30 | -27 | -49 | x | 15 | -6 | 2 | 24 | x | -53
24 | CC(=O)Nc1ccc(/C=N/NC(=O)CCN2CCN(c3ccccc3)CC2)cc1 | 4 | -1 | 0 | 4 | -8 | 3 | 2 | -9 | 22 | 1 | -1
25 | CN(C)S(=O)(=O)c1ccc(Cl)c(NC(=O)COC(=O)CCC2CCCCC2)c1 | 5 | -2 | -21 | 0 | -12 | 18 | 5 | 11 | 4 | 5 | 0
26 | CC1(CC(=O)NNC(=O)Nc2ccccc2)OCCCO1 | -5 | -15 | 6 | 4 | 1 | 9 | 2 | 8 | -3 | 3 | 6
27 | COc1ccc(NC(=O)CCNS(=O)(=O)c2ccc3c(c2)c(=O)n(C)c(=O)n3C)c(OC)c1 | 5 | -1 | -22 | 0 | -7 | 9 | -4 | -10 | 16 | 0 | 4
28 | COc1ccc(C2CC(c3cccc(OC)c3)=NN2c2ccc(S(N)(=O)=O)cc2)cc1 (stereo not drawn) | 28 | -9 | -11 | -8 | x | -10 | -13 | x | -8 | x | 7
29 | CCCc1nnc(NC(=O)CCC(=O)N2CCN(S(=O)(=O)c3ccc(C)cc3)CC2)s1 | 11 | 18 | 0 | 8 | 2 | 5 | 8 | -3 | 7 | -4 | 14
30 | COc1ccc(S(=O)(=O)N[C@@H]2C=C[C@@H](CC(=O)N3CCc4ccccc4C3)O[C@@H]2CO)cc1 | x | -18 | x | 9 | x | 2 | 0 | x | 9 | x | x

Continued.
entry | SMILES | TROY signal inh | SRC2 inh | NCOA3 inh | LRH-1 inv ag | TLR9-MyD88 inh | COUP-TFII inh | NOD2-RIPK2 inh | Vif imaging | C8 TRAIL sens | LMP1 NFkB inh | SRC1 inh
31 | O=S(=O)(c1cccc(-c2nnco2)c1)N1CCCC1 | -10 | -13 | 22 | 10 | 2 | -7 | -3 | u | -8 | -1 | -7
32 | CCNc1nc2c(c(=O)[nH]c(=O)n2C)n1CC(C)C | -4 | 15 | 7 | 16 | 5 | 5 | -1 | 9 | 1 | 1 | -9
33 | CC1(/[N+]([O-])=C/c2cccc(Cl)c2)CCCCC1=O (stereo not drawn) | 2 | 9 | 10 | -4 | -15 | 1 | -4 | -1 | 1 | 2 | 9
34 | COC(=O)C1=CN(Cc2ccc(OC)c(OC)c2)C=C(C(=O)OC)C1c1cccc(F)c1 | -14 | -10 | -2 | 25 | -16 | -3 | 1 | -12 | 3 | -4 | -14
35 | C/C(=N\Nc1nccnc1Cl)c1c(F)c(F)c(F)c(F)c1F | 1 | 5 | 5 | 7 | 1 | 20 | -9 | 3 | 2 | 1 | -13
36 | CC(C)c1ccc(NC(=O)CSc2nnc(CN3CCOCC3)n2C)cc1 | 1 | -11 | 11 | 10 | -6 | -27 | -2 | 4 | -27 | -3 | -6
37 | COc1ccc(C(C#N)CC(=O)c2ccc(OCc3ccccc3)c(OC)c2)cc1OC (stereo not drawn) | -7 | 12 | 6 | -25 | -3 | 13 | -7 | -6 | -14 | -1 | -9
38 | Cc1ccc(-c2csc3nc4c5ccccc5c(NCCCN(C)C)nn4c(=O)c23)cc1 | 7 | -10 | 18 | 7 | 2 | -6 | -1 | 39 | -2 | -35 | -5
39 | Cc1ccc(C)c(NC(=O)c2cc(S(=O)(=O)N3CCOCC3)cn2C)c1 | 0 | 23 | 16 | -3 | 2 | -7 | -16 | -1 | -13 | 3 | -4
40 | Cc1ccc(C(=O)Nc2nc(-c3ccc(F)cc3)cs2)o1 | -32 | -55 | 4 | -30 | 1 | -3 | -5 | -6 | 1 | -5 | -1
41 | Cc1cc2c(c(=O)o1)C(C13C=CC(CC1)C3)C(C#N)=C(N)O2 (stereo not drawn) | 1 | 2 | -16 | -1 | 9 | 17 | 14 | -1 | -10 | 1 | -5
42 | COc1cc(C2CC(=O)Nc3c2c(=O)nc2c(C)cccn32)cc(OC)c1OC (stereo not drawn) | -6 | -6 | 6 | 0 | 0 | -18 | 3 | 2 | 0 | -1 | -7
43 | COc1cn(-c2ccccc2)nc1C(=O)Nc1ccccc1 | -40 | -25 | -32 | -50 | 2 | -30 | -7 | 12 | 40 | -19 | -36
44 | C=CCc1c(C)nc(SCc2nc3ccccc3c(=O)[nH]2)[nH]c1=O | x | -23 | -25 | -24 | -5 | 0 | -1 | u | 5 | 14 | 0
45 | NC(=S)Nc1ncc(CCN2CCOCC2)c(-c2ccc(F)cc2)n1 | 3 | 19 | 25 | 6 | 7 | -10 | -14 | 5 | -10 | 11 | 7
46 | CNc1nc(Cl)c(SC)c(N2CCOCC2)n1 | -14 | 4 | 9 | 4 | 12 | 14 | -4 | 1 | -4 | -4 | -4
47 | CC(C)(CN1CCN(C(c2ccccc2)c2ccccc2)CC1)NS(=O)(=O)c1ccccc1 | -17 | 13 | 6 | 20 | 6 | 21 | -9 | -14 | -2 | -9 | -10

High-throughput results deposited in PubChem BioAssay by several laboratories.

These rows are one share of the data; count on the stated rates, not on these rows.
